# Screens (PubChem BioAssay)
# RPL19A-GFP yeast: yeast TOR pathway RPL19A-GFP modulation | S. cerevisiae RPL19A-GFP strain, flow cytometry, 3 h; stronger effect = lower value | 0.3% of 330,000 active | percent response vs DMSO, % at 10 µM;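 active means percent response vs DMSO below 50%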;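 further: median channel GFP fluorescence of the barcoded RPL19A-GFP strain; ratio of sample median GFP to plate DMSO average so 100% = DMSO; lower means less RPL19A-GFP as with rapamycin TOR inhibition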
# procasp3 activ: activates human procaspase-3. P42574. recombinant procaspase-3 D3A, Ac-DEVD-pNA absorbance 405 nm. activation, % at 8.5 µM. 0.11% of 330,000 active. AID 463141;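 active means activation above the mean of all tested compounds plus 3 SD, cut at about 21% in these data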;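 further: 0% = DMSO alone and 100% = DMSO wells spiked with extra 5 µM PC-3 D3A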
#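 Test system: Procaspase-3 D3A mutant; medium: Zinc-free HEPES/NaCl buffer with 0.01% Triton X-100 at pH 7.4; reagent: DEVD-pNA substrate; doses: one concentration, 8.5 µM nominal, 0.8% DMSO; times: 1 h preincubation plus 2 h reaction at 25 °C; signal: Epi-absorbance at 405 nm of released p-nitroaniline, 0 and 120 min; replicates: singlicate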
# ZTA DNA inh: counter-screen for EBNA-1 inhibitors: inhibitors of Epstein-Barr virus ZTA; AID 2234; ZTA-DNA binding, fluorescence polarization; P03206; inhibition, % at 11 µM; 0.15% of 320,000 active; in the data active means inhibition above about 33%
# EBNA-1 inh: blocks EBNA-1 binding to DNA; EBNA-1 DNA binding, fluorescence polarization; inhibition, % at 14.8 µM; 0.34% of 300,000 active; in the data active means inhibition above about 28%
# procasp7 counter: counter-screen for procaspase-3 activators: activators of human procaspase-7; recombinant procaspase-7, Ac-DEVD-pNA absorbance 405 nm; D23A/D198A/D206A triple mutant, cannot self-cleave; scale: DMSO 0, 5 µM enzyme 100; activation, % at 8.5 µM; 0.093% of 330,000 active; P55210;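 active means percent activation above the screen-wide mean plus 3 SD, cut at about 25% in these data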
#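 Assay system – Uncleavable procaspase-7 mutant enzyme · Quantity – 2 µM procaspase-7 mutant as dispensed · Times – 1 h preincubation, 2 h reaction · Dosing – single nominal 8.5 µM compound dose, 0.8% DMSO final · Buffer or medium – Zinc-free 50 mM HEPES buffer, pH 7.4, with NaCl and Triton X-100 · Detection – Epi-absorbance of released pNA at 405 nm, two timepoints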
# MEP2-GFP yeast: alters MEP2-GFP fluorescence in TOR pathway yeast screen; GFP response vs DMSO, % at 10 µM; AID 2016; S. cerevisiae MEP2-GFP strain, flow cytometry GFP, 3 h; 100% = DMSO control level; 0.51% of 330,000 active;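 active means GFP response versus DMSO above a set limit, roughly screen mean plus 3 SD, cut at about 180% in these data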;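 further: median GFP fluorescence of the barcode-gated MEP2-GFP cells per well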
# AHR act: activates the human aryl hydrocarbon receptor; AHR-responsive luciferase reporter cells, luminescence; 2.5% of 320,000 active; P35869; activation, % at 5 µM; in the data active means activation above about 47%;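 further: 0% = vehicle wells and 100% = reference agonist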
# LAP4 TOR yeast: modulators of TOR pathway LAP4-GFP in S. cerevisiae; S. cerevisiae LAP4-GFP multiplex, flow cytometry GFP, 3 h; median GFP as percent of DMSO wells; GFP response vs DMSO, % at 10 µM; 0.34% of 320,000 active; AID 2023;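 active means GFP response vs DMSO above a set limit, about the screen mean plus 3 SD, cut at about 150% in these data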
# * = called active by the depositor; x = no result given.
SMILES,RPL19A-GFP yeast,procasp3 activ,ZTA DNA inh,EBNA-1 inh,procasp7 counter,MEP2-GFP yeast,AHR act,LAP4 TOR yeast
COc1cc(/C=C(\C#N)C(=O)Nc2ccc(SC(F)F)cc2)cc(OC)c1OC,100,1,-6,-3,2,112,2,93
O=C(c1cc(-c2cccc(O)c2)on1)N1CCCCC1,94,3,-5,5,-6,94,-3,98
O=C(COC(=O)C12CC3CC(CC(Br)(C3)C1)C2)Nc1ccc2[nH]c(=O)[nH]c2c1,93,-1,6,3,-2,106,4,101
O=C(O)/C(=N/NC(=O)c1ccc(Cl)cc1)c1ccccc1,95,10,-18,-19,-2,95,12,101
CCCc1nnc(NC(=O)c2c(O)c3cccc4c3n(c2=O)CC4)s1,92,0,-10,-1,2,88,2,114
CC(C)CC(c1nnnn1Cc1ccco1)N1CCN(c2cccc(Cl)c2)CC1 (stereo unspecified),97,12,8,8,10,86,2,80
CCC(=O)n1nc(NCc2ccc(OC)c(OC)c2)nc1NCc1ccc(OC)c(OC)c1,101,-6,10,-4,3,95,-2,104
CCN(CC)CCCNC(=O)c1oc2ccc(S(=O)(=O)N3CC(C)CC(C)C3)cc2c1C (stereo unspecified),97,-10,-15,-2,1,98,-2,96
COc1ccc(S(=O)(=O)N(CC(=O)NCc2ccco2)c2ccccc2OC)cc1,96,2,0,1,5,108,-1,94
CN(Cc1ccc(F)cc1)C(=O)c1cccc(S(=O)(=O)N2CCN(c3ccccc3)CC2)c1,101,3,-14,-2,0,103,1,100
COc1ccc(C(=O)CSc2nc3c(c(=O)n(C)c(=O)n3C)n2C)cc1,112,3,-24,9,-14,110,2,103
Cc1nc(SCc2nc3ccccc3[nH]2)c2oc3ccccc3c2n1,90,1,14,-8,0,97,11,93
O=C(CC1CCCCC1)Nc1nc2ccccc2s1,104,1,-9,2,5,100,16,96
O=[N+]([O-])c1ccc(O)c(C=Nc2ccc3c(c2)OCO3)c1,99,-18,-7,-3,-37,101,45,116
O=S(=O)(c1ccc(-c2n[nH]c(=S)o2)cc1)N1CCCC1,104,-7,0,-5,-5,105,-2,100
CC(C(=O)Nc1ccc(F)cc1Cl)N1CCN(S(=O)(=O)c2cccs2)CC1 (stereo unspecified),98,0,0,x,1,90,-3,95
O=C(c1cscn1)N1CCCC(N2CCN(c3ccc(F)cc3)CC2)C1 (stereo unspecified),102,10,-5,0,-4,106,-3,100
O=C(COc1ccc(Cl)cc1)NNC(=O)c1ccc2c(=O)n3c(nc2c1)CCC3,102,-2,-24,0,3,97,5,105
COc1ccc(S(=O)(=O)NC2CCCC2)c(OC)c1,98,8,-10,-3,2,105,1,102
CC1(C(=O)OCC(=O)Nc2nc(-c3ccc(F)c(F)c3)cs2)CC1(Cl)Cl (stereo unspecified),102,0,21,6,1,106,-4,119
Cc1ccccc1Nc1nc(N)nc(COC(=O)C2CCCCC2)n1,101,-5,-8,-12,-1,93,4,92
COc1ccc(Cl)cc1-c1nc(SCC(=O)N(C)C2CCS(=O)(=O)C2)n[nH]1 (stereo unspecified),91,1,x,x,-1,91,8,100
CN(C)c1nc(N(C)C)nc(N(C#N)CN2C(=O)c3ccccc3S2(=O)=O)n1,107,-4,0,4,9,108,1,100
COc1ccc(OC)c2sc(NNC(=O)C3COc4ccccc4O3)nc12 (stereo unspecified),109,14,-2,2,-4,103,57*,94
COc1ccc(Br)cc1C1Nc2cccc3cccc(c23)N1,76,-29,5,-5,-30,78,27,69
C=CCn1c(SCC(=O)NCCOC)nc2scc(-c3ccco3)c2c1=O,97,-6,-9,-2,-6,100,3,99
CCc1cc(=O)oc2cc(C)cc(OCc3nn[nH]n3)c12,100,-1,-7,0,3,100,3,102
CC(=O)c1ccc(N2CCN(C(=S)Nc3cccc(F)c3)CC2)cc1,102,7,-7,8,-4,105,-4,104
COc1cc(Cl)c(C)cc1N1C(=O)CN(Cc2ccccc2)C1=S,102,0,15,0,1,103,0,90
O=C1CSc2ccc(C(=O)O)cc2N1,99,0,14,8,2,103,0,104
O=C(NC(Cc1ccccc1)C(=O)NCCc1ccccn1)c1cccs1 (stereo unspecified),102,2,16,1,1,108,1,107
Cc1cc(NC(=O)C2C3C(=O)N(CC4CCCO4)C(C(=O)NC(C)(C)C)C34C=CC2(C)O4)no1 (stereo unspecified),95,-2,-8,-4,9,102,1,101
O=C(NCc1ccccc1)C1CCN(S(=O)(=O)N2CCCCCC2)CC1,100,11,-11,-8,-5,99,-3,103
O=C(O)Cc1coc2ccc3ccccc3c12,103,9,21,10,4,99,3,105
COc1ccc(C(=O)OCC(=O)N2C(C)CCCC2C)cc1[N+](=O)[O-] (stereo unspecified),111,13,12,0,1,107,-2,103
O=C(Nc1ccccc1)OCc1ccccn1,103,-3,18,1,-7,101,1,98
O=c1c2ccccc2nc2n1C(CSCc1ccc(Cl)cc1Cl)CS2 (stereo unspecified),100,4,5,-4,2,104,-1,105
N#CC1=C(S)N(c2ccccc2)C(c2ccc(-c3ccc(Cl)c(Cl)c3)o2)NC1=O (stereo unspecified),99,-10,24,3,-15,101,24,125
c1ccc(-c2nc(N3CCCCC3)nc3ccccc23)cc1,99,7,-3,-10,8,105,2,86
CCOC(=O)Cn1c(-c2ccccn2)nc2ccccc21,99,11,0,-1,10,102,1,102

# Brought forward from above: four compounds; new compounds follow.
SMILES,RPL19A-GFP yeast,procasp3 activ,ZTA DNA inh,EBNA-1 inh,procasp7 counter,MEP2-GFP yeast,AHR act,LAP4 TOR yeast
O=c1c2ccccc2nc2n1C(CSCc1ccc(Cl)cc1Cl)CS2 (stereo unspecified),100,4,5,-4,2,104,-1,105
N#CC1=C(S)N(c2ccccc2)C(c2ccc(-c3ccc(Cl)c(Cl)c3)o2)NC1=O (stereo unspecified),99,-10,24,3,-15,101,24,125
c1ccc(-c2nc(N3CCCCC3)nc3ccccc23)cc1,99,7,-3,-10,8,105,2,86
CCOC(=O)Cn1c(-c2ccccn2)nc2ccccc21,99,11,0,-1,10,102,1,102
Cn1nc(C(F)(F)F)c2cc(NC(=O)OCc3ccc(F)cc3)sc21,99,-5,10,-11,7,103,4,115
CCOC(=O)C1C(=O)CC(C)(O)C(C(=O)OCC)C1c1ccccc1OC (stereo unspecified),x,3,6,-1,5,101,-7,97
COc1ccc(-n2c(-c3ccccc3)c[n+]3c2CCC3)cc1,105,-7,-2,3,0,106,0,102
COc1ccc(CC(=O)Nc2ccc3c(C)cc(=O)oc3c2)cc1OC,103,4,-9,40*,8,102,-11,92
O=[N+]([O-])c1cccnc1-n1cnc2ccccc21,101,2,-1,8,-4,100,1,94
COc1ccc(NC2=CC(c3ccccc3)N(c3ccc(OC)cc3)C2=O)cc1 (stereo unspecified),102,0,-6,1,-3,98,0,108
N#Cc1ccc(COc2cccnc2[N+](=O)[O-])cc1,101,0,-7,-3,-1,122,-1,127
O=C(Nc1cccc(F)c1)c1cccc2c1C(=O)N(C1CCCCC1)C2,101,0,-1,-3,12,94,-1,94
Cc1ccc(NC2CCCN(C(=O)c3cccs3)C2)cc1C (stereo unspecified),99,-5,7,3,7,102,18,84
CN1CCN(c2ccc(NC(=O)COc3ccccc3Cl)cc2)CC1,99,-1,15,-7,9,97,-4,99
Cc1cc(Br)cc(C)c1NC(=O)c1ccccc1[N+](=O)[O-],94,7,0,-5,-1,100,0,86
CN(C)S(=O)(=O)c1ccc(NC(=S)NC(=O)C2CCC2)cc1,99,-2,3,7,3,93,2,83
COc1ccc2cnn(-c3ccc(OC(F)(F)F)cc3)c(=O)c2c1OC,101,1,0,6,-11,107,6,120
Cc1ccc(NC(=S)N2CCN(C)CC2)c(C)c1,105,2,-16,-4,14,111,5,99
O=C(c1cccc(Br)c1)c1cn(-c2ccccc2)nc1C(=O)c1ccccc1,109,7,-7,-4,2,115,-8,107
Cc1ccc2c(CC(=O)OCn3nnc4ccccc4c3=O)coc2c1,97,9,-9,-6,5,115,1,105
Cc1noc(C)c1CSc1nnc2n(-c3ccccc3)c(=O)c3ccccc3n12,98,-1,-31,-1,5,101,-3,97
O=C(NCC1(c2ccccc2)CCCC1)c1ccco1,96,-6,6,-11,-1,96,2,99
NS(=O)(=O)c1cccc(NC(=O)CC23CC4CC(CC(Br)(C4)C2)C3)c1,105,5,6,5,12,107,0,100
Nc1c(C(=O)OCC2CCCO2)c2nc3ccccc3nc2n1-c1ccc2c(c1)OCCO2 (stereo unspecified),97,3,5,-11,-2,100,-2,99
CN1CCN(NC(=S)Nc2ccc(Oc3ccccc3)cc2)CC1,104,0,3,12,-7,105,2,93
CN(C)NC(=O)C(NC(=O)c1ccccc1)C12CC3CC(CC(C3)C1)C2 (stereo unspecified),99,7,-10,-5,-14,95,1,80
COc1ccc(-c2nnc(SCc3nnc(-c4ccccc4)o3)n2-c2ccccc2)cc1,90,2,8,7,4,98,0,90
O=C(COC(=O)c1nc(Cl)ccc1Cl)NC(=O)c1ccccc1,96,1,-2,-6,7,102,-3,100
O=C(NC1CCN(Cc2ccccc2)CC1)C1CCCN(c2nnc(-n3cccc3)s2)C1 (stereo unspecified),99,2,0,-14,1,99,0,96
Cc1ccc(NC(=O)CCC(=O)N/N=C/c2coc3ccccc3c2=O)cc1,108,0,-2,-5,-3,101,5,97
Cc1cc(Cl)ccc1OCC(=O)NNC(=O)C1CCN(c2ncnc3sc(C)c(C)c23)CC1,103,-3,-5,x,12,116,2,110
Cc1ccc(C(=O)Nc2ccc(SC(F)F)cc2)s1,92,-2,-6,2,3,97,-2,96
O=C(NNC1=C(C(=O)C(F)(F)F)CCC1)c1ccccc1Cl,93,0,-3,2,0,94,3,95
Cc1sc(NC(=O)C2C3CCC(O3)C2C(=O)O)nc1-c1ccc(CC(C)C)cc1 (stereo unspecified),95,-7,20,-5,2,110,4,120
COC(=O)C1=C(C)Nc2c(c(=O)n(C)c(=O)n2C)C1c1cccc(O)c1 (stereo unspecified),109,8,17,0,-7,100,0,94
Cc1cccn2c(=O)c3cc(C(=O)NC4CCCCC4)c(=N)n(Cc4ccccc4)c3nc12,92,-11,-10,2,-11,103,2,89
COc1ccc(-n2cnnc2SCC(=O)NC2CCS(=O)(=O)C2)cc1 (stereo unspecified),99,-6,-2,11,1,101,1,98
C=CCNc1nc(NCCO)nc(N2CCCC2)n1,97,-6,-25,-10,2,98,65*,95
CCCCn1c(N)c(N(CC(C)C)C(=O)c2oc3c(Cl)cccc3c2C)c(=O)[nH]c1=O,101,7,10,-4,-3,97,19,104
Cc1cc(Nc2ccccc2)n(C(=O)c2ccccc2)n1,109,-2,1,15,-4,109,1,104
COc1ccc(S(=O)(=O)Nc2cccc(-c3ccc(N4CCCCCC4)nn3)c2)cc1OC,98,2,12,-3,-4,107,3,95
O=C1c2ccc([N+](=O)[O-])cc2C(=O)N1CNc1ccccn1,102,11,-5,-3,-5,108,0,104
Cc1ccc(C(=O)COC(=O)CCN2C(=O)C3C4CCC(C4)C3C2=O)cc1C (stereo unspecified),107,-6,-7,-5,-2,106,0,107

# Three compounds from above, showing only procasp3 activ.
Molecule | procasp3 activ
CN(C)NC(=O)C(NC(=O)c1ccccc1)C12CC3CC(CC(C3)C1)C2 (stereo unspecified) | 7
Cc1sc(NC(=O)C2C3CCC(O3)C2C(=O)O)nc1-c1ccc(CC(C)C)cc1 (stereo unspecified) | -7
O=C(COC(=O)c1nc(Cl)ccc1Cl)NC(=O)c1ccccc1 | 1
